Screens as filed in PubChem BioAssay.
TRHR ag – agonists of human TRH receptor; P34981; TRHR cells, calcium flux fluo-8, FDSS agonist mode; activation, % at 2 µM; actives 0.18% (n = 360,000); AID 493084; in the data active means activation above about 30%; further: 0% is about no effect
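Agonist-mode FDSS calcium read (Ex 480/Em 530, 1 s cycles) in 1536-well TRHR cells with fluo-8 dye, after 10-cycle baseline and 23 nL compound addition; TRH at EC20 (10 nM final) added afterwards for the enhancer phase.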
Anesthetic bind – binds horse apoferritin like a general anesthetic; actives 0.074% (n = 350,000); apoferritin/1-aminoanthracene competitive binding, fluorescence; AID 485281; Potency, µM (doses to about 77.5 µM), without a hit: at the highest dose activity change, negative = displacement, hits mostly inhibitors; further: potency means the concentration at half of the fitted maximal effect; on the % scale 0 is the no-effect control and ±100 the full control effect; nearly all actives have a fitted effect of over 20% in size
Target sequence (P02791 2-175 limits assumed): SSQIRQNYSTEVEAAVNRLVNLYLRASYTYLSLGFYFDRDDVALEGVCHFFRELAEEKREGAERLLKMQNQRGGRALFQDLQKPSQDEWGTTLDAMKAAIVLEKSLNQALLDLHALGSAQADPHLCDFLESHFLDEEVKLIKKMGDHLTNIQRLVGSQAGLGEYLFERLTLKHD
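Horse-spleen apoferritin (10 uM) was mixed with 50% saturated 1-aminoanthracene in PBS, exposed to compounds for 10 min at room temperature, and read for fluorescence (ex 380 nm, em 535 nm). Competitive displacement was fitted with a four-parameter Hill equation.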
ERG-DNA inh – blocks human ERG Ets domain binding to DNA | P11308 | fluorescence polarization, His-ERG Ets domain / labelled DNA | Potency, µM (doses to about 76.9 µM), inactives show at the highest dose FP activity, negative = inhibition, hits mostly inhibitors | actives 0.028% (n = 370,000) | AID 624246; active means well fitted inhibition curve with a large enough effect in the polarisation, with a control signal flat; inconclusive means small, poorly fitted or top-dose-only effect, or effect the other way, or a change in a side signal; inactive means no such curve, though single readings can be large or run the other way; the % refers to the polarisation;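 further: polarization taken with two DNA probes labelled with fluorescein and Texas red; potency means the concentration at half of the fitted maximal effect; % of control where 0% means no effect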
Target sequence (P11308 whole entry, looked up, the tested form may be a part): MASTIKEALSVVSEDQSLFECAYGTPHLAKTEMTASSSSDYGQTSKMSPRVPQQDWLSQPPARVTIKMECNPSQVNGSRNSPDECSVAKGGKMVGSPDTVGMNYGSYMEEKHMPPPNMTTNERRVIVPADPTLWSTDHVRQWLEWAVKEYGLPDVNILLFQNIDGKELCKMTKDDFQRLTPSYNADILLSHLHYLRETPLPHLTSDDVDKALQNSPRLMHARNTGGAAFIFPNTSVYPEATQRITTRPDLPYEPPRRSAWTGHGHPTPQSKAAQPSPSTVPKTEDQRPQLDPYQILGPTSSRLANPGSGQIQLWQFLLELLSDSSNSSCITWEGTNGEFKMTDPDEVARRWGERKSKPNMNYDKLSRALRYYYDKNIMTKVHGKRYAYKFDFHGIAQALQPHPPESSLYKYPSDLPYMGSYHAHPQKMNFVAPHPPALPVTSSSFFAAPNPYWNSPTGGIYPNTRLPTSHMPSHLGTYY
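His-tagged ERG Ets domain (1 uM in the protein solution; 300mM KCl, 50mM Tris-HCl, 1mM EDTA, 1mM DTT, pH 7.5) received compound, then a probe mix of 5 nM fluorescein-DNA and 100nM Texas-615-DNA. Fluorescence polarization was read for both dyes.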
Pol iota inh – blocks human DNA polymerase iota activity; Q9UNA4; Pol iota fluorescent replication assay, 10 min; Potency, µM (top dose mostly 115 µM), for inactives: top-dose activity, negative = inhibition, actives largely listed as inhibitors; actives 1% (n = 390,000); AID 588590; further: potency means the concentration at half of the fitted maximal effect
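Pol iota at 10 nM preincubated 15 min with compounds at room temperature; reaction started with fluorescent substrate, 50 nM final. Fluorescence read kinetically at 0 and 10 min; buffer-only wells as negative control.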
Pol beta inh – blocks human DNA polymerase beta activity; P06746; Potency, µM (top dose mostly 114 µM), inactives show at the highest dose activity change, negative = inhibition, hits mostly inhibitors; Pol beta primer extension/strand displacement, fluorescence kinetic; actives 1.3% (n = 340,000); further: potency means the concentration at half of the fitted maximal effect; on the % scale 0 is the no-effect control and ±100 the full control effect
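Homogeneous kinetic assay of primer extension and strand displacement by 10 nM Pol beta, preincubated 15 min at room temperature with compound before 50 nM substrate (final) was added. Read at 0 and 10 min; four-parameter Hill fit.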
POLK inh – DNA polymerase kappa (human) inhibition; Q9UBT6; purified Pol kappa, fluorescent DNA synthesis assay, 10 min; Potency, µM (doses to about 107 µM), without a hit: at the highest dose activity, negative = inhibition, most hits filed as inhibitors; actives 0.53% (n = 400,000); AID 588579; further: potency means the concentration at half of the fitted maximal effect; on the % scale 0 is the no-effect control and ±100 the full control effect
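Enzyme at 10 nM met test compounds for 15 min at room temperature. Substrate addition (50 nM final) began the reaction, which was monitored by fluorescence at 0 and 10 min.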
BLM inh – inhibitors of human Bloom syndrome helicase BLM; recombinant BLM DNA unwinding, fluorescence dequenching; AID 2528; P54132; actives 0.2% (n = 350,000); Potency, µM (titrated, usually from 56.1 µM), without a hit: at the top dose activity change, negative = inhibition, usual class: inhibitors;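 further: potency means the concentration at half of the fitted maximal effect; plate controls were vehicle for no effect and no enzyme for full effect; nearly all actives have a fitted effect of over 35% in size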
APE1 inh – inhibitors of human APE1 endonuclease; Potency, µM (series often up to 65.8 µM), for inactives: at the top dose activity change, negative = inhibition, hits mostly inhibitors; recombinant APE1, TAMRA/BHQ-2 abasic DNA cleavage fluorescence; P27695; actives 0.35% (n = 350,000);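 further: potency means the concentration at half of the fitted maximal effect; plate controls were vehicle for no effect and reference inhibitor for full effect; nearly all actives have a fitted effect of over 55% in size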
Target sequence (P27695 whole entry, looked up): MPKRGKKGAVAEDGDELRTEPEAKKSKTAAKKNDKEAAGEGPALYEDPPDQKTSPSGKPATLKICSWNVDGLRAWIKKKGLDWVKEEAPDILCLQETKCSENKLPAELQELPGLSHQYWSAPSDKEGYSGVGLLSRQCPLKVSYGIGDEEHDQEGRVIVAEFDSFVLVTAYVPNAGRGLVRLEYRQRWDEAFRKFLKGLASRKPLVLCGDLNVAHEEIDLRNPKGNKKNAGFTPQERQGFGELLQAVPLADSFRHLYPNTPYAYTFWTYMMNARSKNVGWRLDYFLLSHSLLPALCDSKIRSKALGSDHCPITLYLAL
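Incision of a quenched TAMRA/BHQ-2 THF abasic-site duplex (50 nM) by 0.75 nM APE1, after 15 min compound preincubation, measured as fluorescence increase over three 60 s reads. Values normalized to buffer, DMSO and NSC13755 control wells.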
12-LOX inh – ALOX12 (human) lipoxygenase inhibition | actives 1.1% (n = 580,000) | Potency, µM (doses to about 108 µM), inactives show at the top dose activity change, negative = inhibition, hits mostly inhibitors | purified 12hLO, xylenol orange hydroperoxide absorbance | P18054; further: potency means the concentration at half of the fitted maximal effect; on the % scale 0 is the no-effect control and ±100 the full control effect
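Purified human 12hLO (150 nM final) in 25 mM Hepes, 0.01% Triton X-100, pH 7.0 was preincubated 15 min at room temperature with compound. Then 40 uM arachidonic acid was added, 30 min. Hydroperoxide was read by Fe-XO absorbance ratio 573/405 nm.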
* marks the source's active call; other numbers are inactive results; i = inactive; ? = inconclusive; nt = no result given; & = joins results of further samples; [ ] = another dose, or the depositor's remark. Unless noted, the call rests on the fitted dose curve; in most records, active means well fitted curve in the direction sought with a large enough effect; inconclusive means small, poorly fitted or top-dose-only effect, or another doubt; inactive means no such curve, though single readings can be large; an effect the other way counts as inactive or inconclusive.

No.	Compound	TRHR ag	Anesthetic bind	ERG-DNA inh	Pol iota inh	Pol beta inh	POLK inh	BLM inh	APE1 inh	12-LOX inh
1	O=C(NC(=S)Nc1ccccc1Br)c1ccco1	0.5	-3%	4%	-5%	16%	-5%	-3%	77%[activator]	?
2	O=C(N=C1SC2CS(=O)(=O)CC2N1c1ccc(F)cc1F)C1CC1 (configuration not stated)	-0.5	-3%	-4%	-12%	-3%	0%	2%	80%[activator]	-31%
3	CN(CC(=O)Nc1ccc(F)c(F)c1F)C(=O)CCCSc1nc2ccccc2[nH]1	0.7	nt	8%	20%	nt	-9%	nt	-4%	0%
4	COC(=O)c1c(NC(=O)C2CC=CCC2C(=O)O)sc(C)c1C (configuration not stated)	-0.2	-1%	11%	30%	5%	5%	5%	11%	0%
5	Cc1ccc(/C=N/N2CCN(c3ccccn3)CC2)cc1	-0.2	-6%	-1%	120%[activator]	21%	-6%	-1%	-1%	-18%
6	Cc1c(C(=O)Nc2ccc(F)c(F)c2)oc2ccc(S(=O)(=O)N3CCCCC3)cc12	1.1&-0.3	-17%&-22%	4%	2%&26%	1%&8%	-5%&-4%[60.1 µM]	-4%&-6%	2%	-23%&0%
7	O=C(CSc1ccc(Cl)cc1)N1CCOCC1	0.4	-7%	1%	3%	-1%	-3%	1%	-2%	0%
8	Cc1ccc(C(=O)Cn2c(NCCO)nc3ccccc32)cc1	0.0	-5%	5%	?	-16%	-9%	-2%	0%	-4%
9	Cc1ccc(-n2c(=O)c3cccnc3n2CC(=O)Nc2cc(Cl)ccc2C)cc1	-0.5	-5%	2%	4%	0%	-7%	-2%	nt	?
10	CCOC(=O)c1c(NC(=O)/C=C/C(=O)O)sc(C)c1-c1ccc(C)c(C)c1	1.4	-15%	-4%	?	-3%	-17%	-5%	-1%	-28%

More compounds
No.	Compound	TRHR ag	Anesthetic bind	ERG-DNA inh	Pol iota inh	Pol beta inh	POLK inh	BLM inh	APE1 inh	12-LOX inh
11	Cc1ccccc1NC(=O)CSc1ccc(-c2ccc(-n3cccn3)cc2)nn1	-0.8	nt	3%	19%	nt	-18%	nt	-17%	1%
12	CC(=O)Nc1ccc(SC[C@H](C)CN2CC[C@H](O)CCC2=O)cc1	-0.4	nt	-1%	33%&-20%	nt	2%&-7%	nt	22%	-30%
13	C=CCO/N=C(/C)c1ccc(Oc2cnccn2)cc1	0.4	-11%	18%	50%[activator]	12%	-4%	-4%	-2%	-10%
14	COC(=O)Cc1c(C)nc2nc(-c3cccnc3)[nH]n2c1=O	1.1	38%[activator]	-5%	7%	5%	-6%	-1%	?	0%
15	CC(=O)c1cccc(OCC(O)CN2CCN(C(=O)c3ccco3)CC2)c1 (configuration not stated)	-0.1	6%	9%	37%[activator]	?	-1%	2%	7%[12.4 µM]	?
16	O=C(CNC(=O)c1ccccc1)OCCOc1cccc(Cl)c1	0.0	nt	-8%	9%	nt	-4%	nt	42%	-19%
17	O=C(Cn1cccc1)Nc1ccc(F)cc1F	0.7	-11%	-2%	0%[58.9 µM]	26%	4%	1%	-2%	17%
18	CCCC(=O)NC1=C(Cl)C(=O)c2ccccc2C1=O	nt	nt	-10%	6.3µM*	nt	-6%	nt	nt	?
19	O=C(CSc1nnc(-c2cccnc2)o1)Nc1ccc(Cl)cc1	0.1	-6%	1%	50%[activator]	-1%	-2%	-10%	-7%	3%
20	CCN(CC)S(=O)(=O)c1ccc2c(c1)c(=O)c(C(=O)N1CCN(c3ccc(OC)cc3)CC1)cn2C	-1.5	56%[activator]	0%	-24%	-1%	-3%	1%	nt	-12%

(list continues)
No.	Compound	TRHR ag	Anesthetic bind	ERG-DNA inh	Pol iota inh	Pol beta inh	POLK inh	BLM inh	APE1 inh	12-LOX inh
21	O=C(NCCNC(=O)c1ccccn1)c1ccccc1	-0.3	10%	9%	17%	7%	2%	4%	-1%	-3%
22	O=C1c2cccc3cccc(c23)C(=O)N1c1ccc2ncccc2c1	-0.2	2%	0%	?	32µM*	?	-24%	6%	0%
23	Cc1c(C(=O)NCC2CCCO2)oc2ccc3c(c12)C(=O)CC(C)(C)O3 (configuration not stated)	-0.4	-3%	-5%	1%	22%	11%	4%	-6%	-9%
24	CCOc1ccc(S(=O)(=O)N2CCCCC2)cc1NC(=O)C1CSC2(C)CCC(=O)N12 (configuration not stated)	-0.5	nt	-2%	-16%	nt	-6%	nt	-4%	-18%
25	COc1cc(OC)c(NC(=O)CCS(=O)(=O)c2ccc3c(c2)oc(=O)n3C)cc1Cl	-0.1	-1%	-10%	18%	-1%	-7%	1%	nt	1%
26	COc1cc([N+](=O)[O-])ccc1NC(=O)CN1CCc2cc(OC)c(OC)cc2C1	-0.1	-8%	-13%	247%[activator]	2%	-13%	-12%	-21%	15%
27	Cn1c(SCC(=O)NC2CCCc3ccccc32)nnc1C1CC1 (configuration not stated)	0.2	nt	-2%	35%[activator]	nt	-7%	nt	-6%	4%
28	O=C(Nc1ccc(Cl)c(Cl)c1)c1ccccc1NC(=O)C1CC=CCC1C(=O)O (configuration not stated)	0.2	-8%	3%	-6%	10%	-7%	2%	29%	-17%
29	Cc1cccn2c(=O)c(/C=C(\C#N)C(N)=O)c(Oc3ccccc3)nc12	0.3	45%[activator]	3%	16%	14%	9%	-3%	15%	-86%
30	C#CCN(C(=O)c1ccc(OC2CCN(C(=O)CCOC)CC2)cc1)C1CCCCC1	-0.2	-5%	3%	10%	-1%	0%	-1%	46%[activator]	10%

Additional entries:
No.	Compound	TRHR ag	Anesthetic bind	ERG-DNA inh	Pol iota inh	Pol beta inh	POLK inh	BLM inh	APE1 inh	12-LOX inh
31	Cn1c(CN2CCC(C(N)=O)CC2)c(C#N)c2ccccc21	0.0	-13%	3%	12%	87%	-10%	-2%	4%	-27%
32	COc1ccccc1CNC(=O)c1cc(-c2ccncc2)nc2c(Cl)cccc12	-0.4	-10%	-15%	41%[activator]	32%	-9%	-6%	-4%	i
33	CN(C)c1ccc(C(=S)N2CCNCC2)cc1	-1.2	2%	1%	3%	15%	-4%	-2%	4%	-27%
34	CC1=C(C(=O)OC2CCCCCC2)C(c2cccc(F)c2F)CC(=O)N1 (configuration not stated)	-1.3	-3%	4%	-8%	-24%	0%	-6%	nt	0%
35	N=C(SC1CC(=O)N(c2ccc(F)cc2)C1=O)N1N=C(c2ccccc2)CC1c1ccccc1 (configuration not stated)	-1.5	-14%	1%	97%[activator]	15%	-10%	2%	1%	0%
36	COc1ccc(NC(=O)NS(=O)(=O)c2ccc(C)cc2)c(OC)c1	0.7	-16%	4%	58%[activator]	22%	1%	-2%	12%	21%
37	Oc1c(C=C2N=c3ccccc3=N2)sc(=S)n1C1CCCCC1	0.0&0.8	-1%&10%	-4%&1%	8%&1%	2%&12%	-7%&0%	-6%&4%	5%&17%	-16%&-3%
38	Cc1ccc(N2CCN(S(=O)(=O)N3CCCCC3)CC2)cc1Cl	-0.1	4%	-4%	38%[activator]	32%	-13%	-1%	?	-7%
39	COc1ccc(CNCC(=O)Nc2sccc2C#N)cc1	0.5	-11%	6%	51%[activator]	-5%	-10%	0%	0%	-9%
40	CC(=O)Nc1ccc(S(=O)(=O)NCCNS(=O)(=O)c2ccc(NC(C)=O)cc2)cc1	0.7	0%	13%	-38%	?	-2%	-2%	2%	-6%

Record cards, as listed above. Values in the order: TRHR ag	Anesthetic bind	ERG-DNA inh	Pol iota inh	Pol beta inh	POLK inh	BLM inh	APE1 inh	12-LOX inh
Cc1ccc(N2CCN(S(=O)(=O)N3CCCCC3)CC2)cc1Cl across the screens: -0.1	4%	-4%	38%[activator]	32%	-13%	-1%	?	-7%
COc1ccc(CNCC(=O)Nc2sccc2C#N)cc1 across the screens: 0.5	-11%	6%	51%[activator]	-5%	-10%	0%	0%	-9%
COc1ccccc1CNC(=O)c1cc(-c2ccncc2)nc2c(Cl)cccc12 across the screens: -0.4	-10%	-15%	41%[activator]	32%	-9%	-6%	-4%	i

(listing goes on)
No.	Compound	TRHR ag	Anesthetic bind	ERG-DNA inh	Pol iota inh	Pol beta inh	POLK inh	BLM inh	APE1 inh	12-LOX inh
41	Cc1nc(-c2ccc(NS(=O)(=O)c3ccccc3)cc2)cs1	0.1	-28%	12%	?	-4%	-14%	-5%	?	-10%
42	CC1CCC(=O)N(CCOc2ccccc2)CC1 (configuration not stated)	0.0	-19%	2%	19%	-20%	-17%	1%	24%	0%
43	CS(=O)(=O)N1CCN(C(=O)C(Sc2ccccc2)c2ccccc2)CC1 (configuration not stated)	0.2	-6%	-19%	5%	?	-10%	2%	-4%	-1%
44	COc1ccc(NC(=O)CSc2nc(-c3ccc(F)cc3)[nH]c2-c2ccc(C)cc2)cc1OC	1.0	-13%	13%	-19%	4%	-2%	-4%	nt	-2%

2 records drawn at random from those above, as already listed:
No.	Compound	TRHR ag	Anesthetic bind	ERG-DNA inh	Pol iota inh	Pol beta inh	POLK inh	BLM inh	APE1 inh	12-LOX inh
41	Cc1nc(-c2ccc(NS(=O)(=O)c3ccccc3)cc2)cs1	0.1	-28%	12%	?	-4%	-14%	-5%	?	-10%
42	CC1CCC(=O)N(CCOc2ccccc2)CC1 (configuration not stated)	0.0	-19%	2%	19%	-20%	-17%	1%	24%	0%

The list is partial (hit frequency here may not be typical).
